Tcruzi prolif: blocks T. cruzi growth in NIH3T3 culture. T. cruzi beta-gal in NIH3T3, GalScreen luminescence, 90 h. inhibition, % at 8.34 µM. 77,000 tested, 5.9% active;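 active means mean inhibition above about 93%, with at least 55% of replicates each passing it, limit read from the data, passing the limit was not always enough; inconclusive means only one of those two conditions holds; inactive means neither condition holds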
C diff HTS: inhibitors of Clostridium difficile growth; Clostridium difficile clinical isolate growth, OD600, 24 h; hits give low values; growth activity, negative = inhibition, % at 16 µg/mL (by protocol); 86,000 tested, 0.25% active; AID 1259249;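 active means mean growth activity at or below -80% and every replicate also at or below -80%; inconclusive means mean at or below -80% but some replicate above -80%; inactive means mean growth activity above -80%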;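 further: 0% = DMSO wells and -100% = levofloxacin 16 µg/mL wells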
Pf Dd2 growth: blocks growth of Plasmodium falciparum Dd2 parasites; P. falciparum Dd2 growth, SYBR Green, 72 h; hits give low values; activity change, % at 10 µM; 94,000 tested, 2.3% active; in the data active means activity change below about -80%; inconclusive means no clear call, values can overlap the other calls
KDM4C inh: blocks human GASC-1 (KDM4C) demethylase activity | 96,000 tested, 0.15% active | Q9H3R0 | GST-KDM4C 2-372, H3K9me3 peptide, LANCE TR-FRET | AID 720574 | inhibition, % at 12.5 µM;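 active means mean replicate inhibition above about 25%, with at least 55% of replicates also reaching it, limit read from the data, passing the limit was not always enough; inconclusive means only one of those two conditions met; inactive means neither condition met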
Target sequence (Q9H3R0 2-372 limits assumed): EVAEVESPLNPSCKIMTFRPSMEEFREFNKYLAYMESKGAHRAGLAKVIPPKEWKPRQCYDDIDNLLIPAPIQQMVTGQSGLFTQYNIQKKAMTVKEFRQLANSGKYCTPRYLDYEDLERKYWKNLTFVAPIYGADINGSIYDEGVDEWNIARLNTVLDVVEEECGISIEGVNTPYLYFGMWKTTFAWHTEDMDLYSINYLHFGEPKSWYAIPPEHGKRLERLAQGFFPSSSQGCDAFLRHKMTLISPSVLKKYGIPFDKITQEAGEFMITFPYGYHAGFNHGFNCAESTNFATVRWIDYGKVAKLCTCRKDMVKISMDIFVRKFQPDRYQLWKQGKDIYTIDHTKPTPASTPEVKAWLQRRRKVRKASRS
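System – N-terminal GST-fused human GASC-1 (KDM4C) fragment, residues 2-372 · Input – enzyme final amount 10 nM · Technique – LANCE TR-FRET, Eu antibody, ULight-streptavidin, EDTA, ex 340 nm, em 618/671 nm · Medium – HEPES buffer, pH 7.5, plus ascorbate · Incubation – enzyme reaction 30 min, then detection 60 min, both room temperature · Reagent – H3K9me3 peptide with Fe(II)/2OG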
* = called active by the depositor.

How did C[C@@H]1CN([C@@H](C)CO)S(=O)(=O)c2ccc(C3=CCCCC3)cc2O[C@@H]1CN(C)CC1CC1 do in these assays?
Tcruzi prolif: 51; Pf Dd2 growth: -50; KDM4C inh: -0.1

How did Cc1ccc(-c2ccc3c(c2)O[C@H](CN(C)Cc2ccncc2)[C@@H](C)CN([C@H](C)CO)S3(=O)=O)cc1 do in these assays?
Tcruzi prolif: 122*; C diff HTS: 0; Pf Dd2 growth: -90*; KDM4C inh: 0.0

Results for COc1ccc(C#Cc2ccc([C@@H]3[C@H](CO)N4C(=O)CN(C(=O)Nc5ccccc5F)C[C@@H]34)cc2)cc1 ?
C diff HTS: 8; Pf Dd2 growth: -58; KDM4C inh: -3.9

Results for O=C(C[C@H]1C[C@H]2c3cc(NC(=O)Nc4ccc(F)cc4)ccc3O[C@H]2[C@@H](CO)O1)NC1CCCC1 ?
Tcruzi prolif: 5; Pf Dd2 growth: -10; KDM4C inh: 0.0

Results for C[C@@H]1CN([C@@H](C)CO)C(=O)c2cc(NS(=O)(=O)c3cn(C)cn3)ccc2O[C@H]1CN(C)Cc1ccncc1 ?
C diff HTS: -1; Pf Dd2 growth: 7; KDM4C inh: -0.9

Results for C[C@H](CO)N1C[C@H](C)[C@H](CN(C)Cc2ccc3c(c2)OCO3)OCCCC[C@H](C)Oc2ccc(NC(=O)Nc3ccc4c(c3)OCO4)cc2C1=O ?
Pf Dd2 growth: -3; KDM4C inh: -0.5

How did CC(=O)N(C)C[C@H]1Oc2cc(C#Cc3cccc(F)c3)ccc2S(=O)(=O)N([C@H](C)CO)C[C@H]1C do in these assays?
Tcruzi prolif: 19; C diff HTS: 9; Pf Dd2 growth: 9; KDM4C inh: 1.4

How did O=C(Nc1ccccc1)N[C@H]1CC[C@@H](CCNC(=O)c2ccccc2F)O[C@@H]1CO do in these assays?
Tcruzi prolif: 22; C diff HTS: 14; Pf Dd2 growth: 7; KDM4C inh: 0.3

What do the screens show for `C[C@@H]1CN([C@H](C)CO)C(=O)c2cc(NC(=O)c3ccncc3)ccc2O[C@@H]1CN(C)S(=O)(=O)c1cn(C)cn1`?
Tcruzi prolif: -90; C diff HTS: 2; Pf Dd2 growth: 21; KDM4C inh: -0.7

What do the screens show for `COc1ccccc1-c1ccc([C@H]2[C@@H](CO)N[C@@H]2CNC(=O)C2CCC2)cc1`?
C diff HTS: -5; Pf Dd2 growth: 21

Grouped by structure: the entries above with four or more nitrogen atoms (three)
Results for C[C@@H]1CN([C@@H](C)CO)C(=O)c2cc(NS(=O)(=O)c3cn(C)cn3)ccc2O[C@H]1CN(C)Cc1ccncc1 ?
C diff HTS: -1; Pf Dd2 growth: 7; KDM4C inh: -0.9

Results for C[C@H](CO)N1C[C@H](C)[C@H](CN(C)Cc2ccc3c(c2)OCO3)OCCCC[C@H](C)Oc2ccc(NC(=O)Nc3ccc4c(c3)OCO4)cc2C1=O ?
Pf Dd2 growth: -3; KDM4C inh: -0.5

What do the screens show for `C[C@@H]1CN([C@H](C)CO)C(=O)c2cc(NC(=O)c3ccncc3)ccc2O[C@@H]1CN(C)S(=O)(=O)c1cn(C)cn1`?
Tcruzi prolif: -90; C diff HTS: 2; Pf Dd2 growth: 21; KDM4C inh: -0.7

(listing goes on)
What do the screens show for `COc1ccc(NC(=O)Nc2ccc3c(c2)CC(=O)N([C@@H](C)CO)C[C@@H](C)[C@@H](CN(C)Cc2ccc(C(=O)Nc4ccccc4N)cc2)O3)cc1`?
Tcruzi prolif: 72; C diff HTS: 3; Pf Dd2 growth: -52; KDM4C inh: 9.9

What do the screens show for `COc1cccc(NC(=O)N[C@H]2CC[C@H](CC(=O)Nc3ccc(-c4ccccc4)cc3)O[C@H]2CO)c1`?
Tcruzi prolif: -17; Pf Dd2 growth: 10; KDM4C inh: 10

Results for C[C@@H]1CN([C@@H](C)CO)C(=O)Cc2cc(NC(=O)C3CCCCC3)ccc2O[C@H]1CN(C)S(C)(=O)=O ?
Tcruzi prolif: 30; C diff HTS: -1; Pf Dd2 growth: 2; KDM4C inh: 0.5

What do the screens show for `Cc1ccc(-c2cnc3c(c2)C(=O)N([C@H](C)CO)C[C@H](C)[C@@H](CN(C)Cc2ccccc2C(=O)O)O3)cc1`?
Tcruzi prolif: -22; C diff HTS: -5; Pf Dd2 growth: 28; KDM4C inh: -1.3

What do the screens show for `COc1ccc(CN2CC3(C2)CN(C(=O)Nc2ccc(F)cc2)[C@@H](CO)c2[nH]c4cc(OC)ccc4c23)cc1`?
C diff HTS: 7; Pf Dd2 growth: -71; KDM4C inh: 0.1

Results for COc1cccc(S(=O)(=O)N[C@H]2CC[C@@H](CC(=O)NCc3ccc(F)cc3)O[C@H]2CO)c1 ?
Tcruzi prolif: 39; C diff HTS: -9; Pf Dd2 growth: 4; KDM4C inh: -0.8

What do the screens show for `CCCNC(=O)C[C@H]1CC[C@@H]2[C@H](COc3ccc(NC(=O)C4CCCC4)cc3C(=O)N2C)O1`?
Tcruzi prolif: 28; C diff HTS: -3; Pf Dd2 growth: 4; KDM4C inh: 0.1

What do the screens show for `C[C@H](CO)N1C[C@H](C)[C@H](CN(C)Cc2cccnc2)Oc2ncc(C#Cc3cccnc3)cc2C1=O`?
Tcruzi prolif: 15; C diff HTS: 4; Pf Dd2 growth: -11; KDM4C inh: 0.3

Results for Cc1noc(C)c1NC(=O)N(C)C[C@H]1Oc2ccc(NC(=O)Cc3cn(C)c4ccccc34)cc2C(=O)N([C@H](C)CO)C[C@H]1C ?
Tcruzi prolif: 53; Pf Dd2 growth: 0; KDM4C inh: -0.1

How did CO[C@H](CN(C)S(=O)(=O)c1ccc(F)cc1)[C@H](C)CN(Cc1ccccc1Cl)[C@H](C)CO do in these assays?
Tcruzi prolif: 53; Pf Dd2 growth: -45; KDM4C inh: -0.2

Results for C[C@@H]1CCCCO[C@@H](CN(C)S(=O)(=O)c2ccc(F)cc2)[C@H](C)CN([C@@H](C)CO)C(=O)c2cc(NS(=O)(=O)c3ccccc3)ccc2O1 ?
Tcruzi prolif: 67; C diff HTS: 2; Pf Dd2 growth: 5; KDM4C inh: 0.4

What do the screens show for `C[C@@H]1CCCCO[C@H](CN(C)Cc2ccc(C(F)(F)F)cc2)[C@H](C)CN([C@@H](C)CO)C(=O)c2cc(NS(=O)(=O)c3cccs3)ccc2O1`?
Tcruzi prolif: 113*; C diff HTS: -5; Pf Dd2 growth: -44; KDM4C inh: -2.2

Results for COc1ccc(-c2cn(CC[C@@H]3CC[C@@H](NC(=O)Cc4ccccn4)[C@@H](CO)O3)nn2)cc1 ?
Tcruzi prolif: -21; C diff HTS: 1; Pf Dd2 growth: 12; KDM4C inh: -1.0

How did C[C@@H]1CCCCO[C@@H](CN(C)C(=O)Cc2ccccc2)[C@@H](C)CN([C@@H](C)CO)C(=O)c2cc(NS(C)(=O)=O)ccc2O1 do in these assays?
Tcruzi prolif: 18; C diff HTS: -3; KDM4C inh: -0.1

What do the screens show for `CC(C)NC(=O)Nc1ccc2c(c1)C(=O)N([C@H](C)CO)C[C@@H](C)[C@H](CN(C)C(=O)NC(C)C)O2`?
Tcruzi prolif: 10; C diff HTS: -2; Pf Dd2 growth: -1; KDM4C inh: 12

What do the screens show for `C[C@@H]1CN([C@@H](C)CO)C(=O)CCCn2cc(nn2)CO[C@@H]1CN(C)Cc1ccc(Oc2ccccc2)cc1`?
Tcruzi prolif: -42; C diff HTS: 0; Pf Dd2 growth: -17; KDM4C inh: 0.0

Results for C[C@@H]1CN([C@@H](C)CO)C(=O)c2cc(NC(=O)Cc3ccccc3)ccc2O[C@@H](C)CCCCO[C@H]1CN(C)Cc1ccc2c(c1)OCO2 ?
Tcruzi prolif: 84; C diff HTS: -1; Pf Dd2 growth: inconclusive; KDM4C inh: -0.4

What do the screens show for `COc1ccc(NC(=O)N(C)C[C@@H]2OCCCC[C@H](C)Oc3ccc(NC(=O)C4CCCCC4)cc3C(=O)N([C@@H](C)CO)C[C@H]2C)cc1`?
Tcruzi prolif: 25; C diff HTS: 2; Pf Dd2 growth: -32; KDM4C inh: -0.4

What do the screens show for `C[C@H]1CN([C@@H](C)CO)S(=O)(=O)c2ccc(-c3ccccc3)cc2O[C@H]1CN(C)Cc1ccncc1`?
Tcruzi prolif: 50; Pf Dd2 growth: -31; KDM4C inh: 5.8

What do the screens show for `CCCNC(=O)N1CC2(CCN(CC3CC3)CC2)c2c(n(C)c3cc(OC)ccc23)[C@H]1CO`?
C diff HTS: -3; Pf Dd2 growth: -73; KDM4C inh: -1.1

How did COc1ccc(NC(=O)N[C@H]2C=C[C@@H](CC(=O)NC3CCC3)O[C@H]2CO)cc1 do in these assays?
C diff HTS: 3; Pf Dd2 growth: 8; KDM4C inh: -0.2

Results for COc1ccc(NC(=O)Nc2ccc3c(c2)CC(=O)N([C@@H](C)CO)C[C@@H](C)[C@H](CN(C)S(=O)(=O)c2ccccc2)O3)cc1 ?
Tcruzi prolif: 3; C diff HTS: -4; Pf Dd2 growth: -28; KDM4C inh: -0.7

Results for C[C@H](CO)N1C[C@H](C)[C@H](CN(C)Cc2ccc(O)cc2)OCc2cnnn2CCCC1=O ?
Tcruzi prolif: -8; C diff HTS: 3; Pf Dd2 growth: -15; KDM4C inh: -1.3

How did C[C@@H]1CN([C@H](C)CO)C(=O)c2cc(C3=CCCC3)cnc2O[C@H]1CN(C)S(=O)(=O)c1cn(C)cn1 do in these assays?
Tcruzi prolif: 52; C diff HTS: -1; Pf Dd2 growth: 16; KDM4C inh: 3.1

Results for O=C(c1cccc(F)c1)N1CC(=O)N2[C@H](CO)[C@H](c3ccc(C#Cc4ccc(F)cc4)cc3)[C@H]2C1 ?
C diff HTS: 69; Pf Dd2 growth: -65; KDM4C inh: -2.3

Results for CN1C(=O)c2cc(NC(=O)Nc3ccccc3F)ccc2OC[C@@H]2O[C@H](CC(=O)NCCc3ccncc3)CC[C@H]21 ?
Tcruzi prolif: 35; Pf Dd2 growth: -31; KDM4C inh: 0.5

How did O=C(c1cccnc1)N1C[C@@H]2[C@H](c3ccccc31)[C@@H](CO)N2C(=O)Nc1ccccc1Cl do in these assays?
Tcruzi prolif: 15; C diff HTS: 4; Pf Dd2 growth: -8; KDM4C inh: -0.2

Results for COc1cccc(NC(=O)N(C)C[C@@H]2Oc3cc(-c4ccccc4F)ccc3S(=O)(=O)N([C@@H](C)CO)C[C@@H]2C)c1 ?
Tcruzi prolif: 87; C diff HTS: 8; Pf Dd2 growth: -60

What do the screens show for `C[C@@H]1CN([C@H](C)CO)C(=O)c2cc(NS(=O)(=O)c3ccc(F)cc3)ccc2O[C@H]1CN(C)C(=O)NC1CCCCC1`?
Tcruzi prolif: 67; C diff HTS: 2; Pf Dd2 growth: 13; KDM4C inh: 0.6

Results for CCCN(C)C[C@H]1OCCCC[C@@H](C)Oc2ccc(N(C)C)cc2C(=O)N([C@@H](C)CO)C[C@H]1C ?
Tcruzi prolif: 10; C diff HTS: -8; Pf Dd2 growth: -41; KDM4C inh: 0.7

How did O=S(=O)(N[C@@H]1CC[C@H](CCn2cc(C3CC3)nn2)O[C@H]1CO)c1ccc(F)cc1 do in these assays?
Tcruzi prolif: -14; Pf Dd2 growth: 8; KDM4C inh: 0.3

Results for COCC(=O)N(C)C[C@@H]1Oc2cc(C#CC(C)C)ccc2S(=O)(=O)N([C@H](C)CO)C[C@@H]1C ?
Tcruzi prolif: 34; C diff HTS: -4; Pf Dd2 growth: 3; KDM4C inh: -0.6

Results for COc1ccc(NC(=O)N(C)C[C@@H]2Oc3cc(C#CCC(C)C)ccc3S(=O)(=O)N([C@@H](C)CO)C[C@H]2C)cc1 ?
Tcruzi prolif: 91; C diff HTS: -17; Pf Dd2 growth: -53; KDM4C inh: 6.1

Results for O=C(C[C@@H]1CC[C@@H](NC(=O)C2CC2)[C@@H](CO)O1)NCCCN1CCOCC1 ?
Tcruzi prolif: -16; Pf Dd2 growth: -3; KDM4C inh: -1.0

Results for C[C@@H]1CN([C@H](C)CO)S(=O)(=O)c2ccc(C#C[C@@H](C)O)cc2O[C@H]1CN(C)Cc1cncnc1 ?
Tcruzi prolif: 51; C diff HTS: 0; Pf Dd2 growth: -13; KDM4C inh: 0.2

How did O=C(C1CC1)N1C[C@H]2[C@@H](c3ccccc31)[C@@H](CO)N2C(=O)c1ccccc1 do in these assays?
Tcruzi prolif: -24; C diff HTS: -4; Pf Dd2 growth: 15; KDM4C inh: 0.8

How did COc1cccc(C(=O)Nc2ccc3c(c2)C(=O)N(C)[C@H]2CC[C@H](CC(=O)NCc4ccc(F)cc4)O[C@@H]2CO3)c1 do in these assays?
Tcruzi prolif: 36; C diff HTS: 2; Pf Dd2 growth: -53; KDM4C inh: 0.0

How did C[C@@H]1CN([C@@H](C)CO)C(=O)Cc2cc(NC(=O)Nc3ccc(C(F)(F)F)cc3)ccc2O[C@@H]1CN(C)S(=O)(=O)c1ccc(F)cc1 do in these assays?
Tcruzi prolif: 72; Pf Dd2 growth: -5; KDM4C inh: 0.4

How did Cc1ccc(S(=O)(=O)N[C@@H]2CC[C@H](CCNC(=O)C3CCCCC3)O[C@H]2CO)cc1 do in these assays?
Tcruzi prolif: 6; Pf Dd2 growth: 13; KDM4C inh: -0.9
